Assay outcomes deposited in PubChem by National Center for Advancing Translational Sciences (NCATS).
Pol kappa inh: qHTS for Inhibitors of Polymerase Kappa; DNA polymerase kappa (Homo sapiens), Q9UBT6; purified Pol kappa, fluorescent DNA synthesis assay, 10 min; Potency, µM (titrated, usually from 107 µM), inactives show top-dose activity, negative = inhibition, actives largely listed as inhibitors; 0.53% of 400,000 active; further: potency means the concentration at half of the fitted maximal effect; on the % scale 0 is the no-effect control and ±100 the full control effect
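Inhibition of 10 nM Pol kappa is measured by a fluorescent read-out at 0 and 10 min following addition of 50 nM substrate (final), with a 15-min room-temperature compound preincubation.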
Apoferritin bind: qHTS Assay for Identification of Novel General Anesthetics | apoferritin/1-aminoanthracene competitive binding, fluorescence | Ferritin light chain (Equus caballus), P02791 | Potency, µM (series often up to 77.5 µM), without a hit: top-dose activity change, negative = displacement, hits mostly inhibitors | 0.074% of 350,000 active; further: potency means the concentration at half of the fitted maximal effect; on the % scale 0 is the no-effect control and ±100 the full control effect; nearly all actives have a fitted effect of over 20% in size
Target sequence (P02791 2-175 limits assumed): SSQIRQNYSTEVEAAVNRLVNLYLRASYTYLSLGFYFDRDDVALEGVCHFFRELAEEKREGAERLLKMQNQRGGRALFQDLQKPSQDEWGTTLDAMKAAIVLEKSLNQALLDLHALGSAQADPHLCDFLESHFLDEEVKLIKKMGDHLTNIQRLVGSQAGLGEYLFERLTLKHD
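10 uM apoferritin + 50% sat. 1-AMA, PBS; cpd 10 min RT; Ex380/Em535 endpoint; normalized to free probe vs complex; 4-param Hill fit; propofol titration as pos. ctrl.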
APEX1 inh: qHTS Assay for Inhibitors of the Human Apurinic/apyrimidinic Endonuclease 1 (APE1); DNA repair nuclease/redox regulator APEX1 (Homo sapiens), P27695; recombinant APE1, TAMRA/BHQ-2 abasic DNA cleavage fluorescence; Potency, µM (titrated, usually from 65.8 µM), without a hit: at the highest dose activity change, negative = inhibition, usual class: inhibitors; 0.35% of 350,000 active; AID 2517, 2012;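 further: potency means the concentration at half of the fitted maximal effect; plate controls were vehicle for no effect and reference inhibitor for full effect; nearly all actives have a fitted effect of over 55% in size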
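0.75 nM APE1 + cpd, 15 min RT; start w/ 50 nM TAMRA/BHQ-2 THF-abasic dsDNA; kinetic fluor 525/598 nm ×3 reads @60 s; Δ(read3−read1); normalized to DMSO and NSC13755 control wells.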
Pol eta inh: qHTS for Inhibitors of Polymerase Eta; recombinant Pol eta, fluorescent DNA replication assay; DNA polymerase eta (Homo sapiens), Q9Y253; AID 588591, 2011; 1.2% of 390,000 active; Potency, µM (top dose mostly 114 µM), inactives show at the top dose activity change, negative = inhibition, most hits filed as inhibitors; further: potency means the concentration at half of the fitted maximal effect; on the % scale 0 is the no-effect control and ±100 the full control effect
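Fluorescent replication assay: 50 nM final substrate added after a 15 min room-temperature compound preincubation with 10 nM enzyme. Signal taken at 0 min and again at 10 min.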
BLM helicase inh: qHTS Assay for Inhibitors of Bloom's syndrome helicase (BLM); RecQ-like DNA helicase BLM (Homo sapiens), P54132; recombinant BLM DNA unwinding, fluorescence dequenching; Potency, µM (titrated, usually from 56.1 µM), for inactives: top-dose activity change, negative = inhibition, actives largely listed as inhibitors; 0.2% of 350,000 active;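 further: potency means the concentration at half of the fitted maximal effect; plate controls were vehicle for no effect and no enzyme for full effect; nearly all actives have a fitted effect of over 35% in size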
RXFP1 antag: qHTS Assay for Antagonists of the Relaxin Receptor RXFP1; Relaxin receptor 1 (Homo sapiens), Q9HBX9; AID 1259400, 2018; activity change, negative = inhibition, % at 57.5 µM; 0.59% of 350,000 active; HEK293-RXFP1, relaxin-stimulated cAMP HTRF, 30 min; active compounds read low;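 active means activity change of -60% or lower, but not beyond a set lower limit; inconclusive means change between -60% and -40%, or beyond the set limit; inactive means change above -40%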; further: on the % scale 0 is the no-effect control and ±100 the full control effect
Target sequence (Q9HBX9 whole entry, looked up): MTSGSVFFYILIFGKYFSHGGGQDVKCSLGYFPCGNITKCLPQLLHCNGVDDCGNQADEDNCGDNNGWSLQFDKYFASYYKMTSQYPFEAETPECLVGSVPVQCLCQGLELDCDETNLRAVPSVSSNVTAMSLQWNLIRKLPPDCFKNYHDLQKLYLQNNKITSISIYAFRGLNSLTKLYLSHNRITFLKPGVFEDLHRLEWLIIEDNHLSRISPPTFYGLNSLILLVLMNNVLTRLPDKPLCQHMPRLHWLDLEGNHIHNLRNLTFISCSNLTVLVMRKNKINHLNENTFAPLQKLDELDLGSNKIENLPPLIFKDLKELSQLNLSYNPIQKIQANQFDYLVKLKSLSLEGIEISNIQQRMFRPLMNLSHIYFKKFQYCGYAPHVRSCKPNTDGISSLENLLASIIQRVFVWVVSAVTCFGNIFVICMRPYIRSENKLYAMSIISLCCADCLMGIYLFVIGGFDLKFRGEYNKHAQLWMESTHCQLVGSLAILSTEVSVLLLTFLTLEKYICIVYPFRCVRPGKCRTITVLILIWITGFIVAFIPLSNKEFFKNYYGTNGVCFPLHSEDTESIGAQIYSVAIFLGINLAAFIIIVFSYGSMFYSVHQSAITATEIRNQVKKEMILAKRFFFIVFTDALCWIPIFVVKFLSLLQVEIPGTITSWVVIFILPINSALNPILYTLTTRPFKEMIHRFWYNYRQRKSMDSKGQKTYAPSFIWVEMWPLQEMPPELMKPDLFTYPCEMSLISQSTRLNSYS
Pol beta inh: qHTS Assay for Inhibitors of DNA Polymerase Beta. P06746. Pol beta primer extension/strand displacement, fluorescence kinetic. Potency, µM (top dose mostly 114 µM), without a hit: at the highest dose activity change, negative = inhibition, actives largely listed as inhibitors. 1.3% of 340,000 active; further: potency means the concentration at half of the fitted maximal effect; on the % scale 0 is the no-effect control and ±100 the full control effect
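Preincubation: enzyme (10 nM) with compound, 15 min, RT. Reaction: substrate added to 50 nM final. Reads: 0 and 10 min. Analysis: normalized, Hill fit.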
Tb PGK inh: qHTS Assay to Find Inhibitors of Phosphoglycerate Kinase | PGK/GAPDH coupled, Kinase-Glo luminescence, 60 min | AID 602233, 2012 | 0.043% of 380,000 active | Potency, µM (highest dose often 57.5 µM), for inactives: top-dose activity change, negative = inhibition, most hits filed as inhibitors | Phosphoglycerate kinase, glycosomal (Trypanosoma brucei brucei), P07378; further: potency means the concentration at half of the fitted maximal effect; on the % scale 0 is the no-effect control and ±100 the full control effect; nearly all actives have a fitted effect of over 60% in size
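Recombinant glycosomal PGK reaction used 1,3-bisphosphoglycerate generated in-well by GAPDH (100nM final) in 100mM TEA pH 7.6, 5mM MgCl2, 0.01% Tween-20. After 60 minutes at room temperature, ATP was read by Kinase-Glo Plus luminescence end-point.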
POLI inh: qHTS for Inhibitors of Polymerase Iota. DNA polymerase iota (Homo sapiens), Q9UNA4. Pol iota fluorescent replication assay, 10 min. Potency, µM (doses to about 115 µM), for inactives: at the highest dose activity, negative = inhibition, actives largely listed as inhibitors. 1% of 390,000 active. AID 588590, 2011; further: potency means the concentration at half of the fitted maximal effect
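Pol iota at 10 nM preincubated 15 min with compounds at room temperature; reaction started with fluorescent substrate, 50 nM final. Fluorescence read kinetically at 0 and 10 min; buffer-only wells as negative control.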
Active calls of the source: *; i = inactive; ? = inconclusive; . = not tested or not shown; [ ] = remark or other dose. Unless noted, the call rests on the fitted dose curve; in most records, active means well fitted curve in the direction sought with a large enough effect; inconclusive means small, poorly fitted or top-dose-only effect, or another doubt; inactive means no such curve, though single readings can be large; an effect the other way counts as inactive or inconclusive.

SMILES	Pol kappa inh	Apoferritin bind	APEX1 inh	Pol eta inh	BLM helicase inh	RXFP1 antag	Pol beta inh	Tb PGK inh	POLI inh
COc1cc2oc(=O)c(CC(=O)NCc3ccc(OC)c(OC)c3)c(C)c2cc1Cl	1%	-7%	.	-9%	1%	-7	-12%	i	17%
CC(=O)c1ccc(NC(=O)/C(=C\c2ccco2)NC(=O)c2ccco2)cc1	-24%	-18%	4%	-10%	0%	-13	26%	-10%	63%[activator]
CCOc1ccc(NC(=O)CN(C)C(=O)c2csc3c2CCCC3)cc1OCC	-7%	.	5%	-10%	.	4	.	-5%	21%
NCC(=O)NNC(=O)OCC1c2ccccc2-c2ccccc21	-3%	-7%	18%	-3%	-2%	4	-8%	-3%	9%
Cc1cc(C)cc(N=C(NO)c2cccc([N+](=O)[O-])c2)c1	-10%	?	-5%	-14%	-6%	2	13%	6%	6%
CC(C)CC(=O)N1CCN(Cc2cccc(Cl)c2)CC1	-16%	-2%	27%	-4%	-6%	-8	-18%	-2%	-8%
CCSc1nc2sc3c(c2c2[n+]1CC(CBr)O2)CCCC3 (stereo not given)	-3%	-22%	-1%	-10%	-5%	-8	?	i	?
CNc1cc(CSC)nc(SCc2ccc(Cl)cc2Cl)n1	-13%	-10%	?	-19%	0%	3	1%	.	17%
CCN1CCN(C(=O)NC(c2ccc(C)c(F)c2)C(Cl)Cl)CC1 (stereo not given)	-3%	-3%	13%	-3%	-1%	11	55%[activator]	i	32%[activator]
Cc1ccc(NC(=O)CN2C(=O)N/C(=C/c3cc(C)n(-c4ccc(C(=O)O)cc4)c3C)C2=O)cc1	?	-13%	?	22µM*	-6%	-22	50µM*	-21%	35µM*
Cc1ccc(-c2cc(C(=O)N/N=C/C=C/c3ccccc3)n[nH]2)o1	-18%	-10%	-2%	-24%	-8%	-32	18µM*	-1%	-36%
O=C1/C(=C/c2ccc(F)c(F)c2)CSc2sccc21	-9%	?	0%	-10%	-3%	1	29%	-3%	-4%
COc1ccc(C2=NN(C(=O)c3ccccc3)C(c3ccc(OC)c(OC)c3)C2)c(O)c1 (stereo not given)	-9%	-13%	-10%	-4%	-11%	-5	-22%	-2%	69%[activator]
Cc1cc(NS(=O)(=O)c2ccc(NC(=O)C(c3ccccc3)c3ccccc3)cc2)no1	-1%	-11%	2%	-8%	-8%	2	2%	5%	6%
CCOC(=O)c1c(NC(=O)CCl)sc(CN(C)C)c1-c1ccccc1	7%	-14%	6%	-12%	-4%	-19	20%	-1%	78%[activator]
CCOc1ccc(N(C)S(=O)(=O)c2ccc(C)c(C(=O)OCC(=O)c3c[nH]c4ccccc34)c2)cc1	-7%	-11%	-7%	-3%	-9%	-14	-17%	i	-21%
O=C(Nc1nnc(C23CC4CC(CC(C4)C2)C3)s1)c1ccc(N2C(=O)CCC2=O)cc1	-41%	-7%	10µM*	?	-3%	-2	10µM*	-1%	?
OCC1(Cc2ccccc2)CCN(Cc2cnn(-c3ccccc3F)c2)CC1	11%	-3%	3%	-8%	-1%	-30	-21%	2%	91%[activator]
CC1N(C(=O)N(C)C)CCN1S(=O)(=O)c1ccccc1 (stereo not given)	1%	0%	25%	-8%	4%	-1	4%	i	24%
[O-]/C(=C(\C(=S)Nc1ccccc1F)[n+]1ccccc1)c1ccc(-c2ccccc2)cc1	-24%	-21%	-6%	-17%	-8%	-38	6%	-9%	140%[activator]
COc1ccccc1N1CCN(S(=O)(=O)c2cc(-c3cc(C)no3)ccc2C)CC1	-17%	-17%	.	-21%	-5%	-6	-24%	-4%	18%
COC(=O)c1sccc1S(=O)(=O)N(CC(=O)NCc1ccc(F)cc1)c1ccc(Cl)cc1	0%	-16%	.	-7%	-6%	-1	-9%	-4%	0%
Cc1ccn(-c2ccc(NC(=O)c3cccs3)cc2)n1	1%	1%	11%	-6%	-7%	-14	29%	-14%	6%
Cc1noc(C)c1S(=O)(=O)N1CCC(C(=O)N2CCN(c3ccccc3Cl)CC2)CC1	-14%	-12%	0%	-2%	-6%	-2	4%	2%	3%
O=C(NC1CC(=O)N(c2ccc(Cl)cc2)C1)c1cc2ccccc2o1 (stereo not given)	-9%[60.1 µM]	-4%	.	0%	-1%	-11	1%	-2%	-8%
CC(=O)c1ccc(N2CCN(C3CCC(C(C)(C)C)CC3)CC2)cc1 (stereo not given)	0%	?	16%	-15%	-2%	-4	27%	-7%	169%[activator]
Cc1ccccc1NC(=O)/C(C#N)=C/c1ccc(-c2ccc(Cl)c(C(=O)O)c2)o1	?	-4%	17%	32µM*	-1%	6	?	-4%	?
Oc1ccc(-c2nc(-c3ccccc3)c(-c3ccc(Br)cc3)[nH]2)cc1	12%	-10%	.	-6%	-11%	-5	0%	i	6%
COc1cc(/C=N/n2c(-c3ccccc3)n[nH]c2=S)cc(OC)c1O	-11%	6%	?	-21%	-1%	9	-16%	4%	14%
CC(Sc1ncccn1)C(=O)Nc1ccc2c(c1)OCCO2 (stereo not given)	-9%	.	16%	-6%	.	6	.	-8%	1%
COc1ccc(CCNC(=O)c2cc(=O)[nH]c3ccc(S(=O)(=O)N4CCCCC4)cc23)cc1OC	-13%[60.1 µM]	-5%	.	-4%	-2%	-11	-5%	i	-9%
O=C(NCc1cccc(Cl)c1)C1CCN(c2nn3cc(-c4ccc(F)cc4)nc3s2)CC1	-8%[60.1 µM]	-3%	.	8%	2%	-3	-1%	i	-7%
CCOc1cc2c3c(c1)C(C)CC(C)(C)N3C(=O)C2=O (stereo not given)	-8%	-13%	-1%	-8%	-1%	-18	19%	-7%	-9%[58.9 µM]
NS(=O)(=O)c1ccc(NC(=O)c2ccc(CSc3ccccc3)o2)cc1	1%	-2%	14%	-14%	-7%	-8	26%	i	-18%
CCOc1ccc2c(c1)nc(SCC(=O)c1ccc(Br)s1)n2C	-12%	?	-7%	-8%	-2%	-5	3%	-4%	?
CC1CN(C(C)C)C(=S)N(c2ccccc2)C1=O (stereo not given)	0%	.	.	-14%	.	-7	.	-6%	55%[activator]
Cc1ccc(C)c(-n2c(SCC(=O)N3CCC(C(=O)O)CC3)nnc2-c2cccc(Cl)c2)c1	0%	-13%	-6%	-11%	0%	-10	3%	1%	34%[activator]
CCN(CC)CCCNc1nc2cc(OC)c(OC)cc2c2nc(-c3ccccc3)nn12	?	-21%	?	?	16%	-3	11µM*	-5%	7.9µM*
Cn1nnc2c(NCCc3ccccc3)ncnc21	-8%[60.1 µM]	-3%	.	13%	1%	2	-9%	14%	20%
CC1(C)CC(=O)C(C=NCCN2CCN(C3CC(=O)N(c4ccc(Cl)c(Cl)c4)C3=O)CC2)=C(O)C1 (stereo not given)	6%	-7%	5%	-20%	1%	0	-29%	-8%	120%[activator]
CCOC(=O)N1CCN(S(=O)(=O)c2c[nH]c(C(=O)OC)c2)CC1	4%	-7%	63%[activator]	-10%	0%	8	-15%	-7%	19%
CCN1C(=O)N[C@@H](c2ccccc2)[C@H](C(C)=O)[C@H]1C	-18%	.	3%[12.4 µM]	-1%	3%[12.4 µM]	.	.	-1%	15%
CCCCN1Cc2ccccc2Oc2cc(Br)ccc2S1(=O)=O	-15%	.	-13%	-11%	.	.	.	8%	10%
CCN(c1ccccc1)S(=O)(=O)c1ccc(C(=O)Nc2cccc(NC(C)=O)c2)cc1	-5%	.	22%	-29%	.	-19	.	-3%	22%
COCCn1c(SCC(=O)Nc2ccc(OC)c(S(N)(=O)=O)c2)nc2ccccc2c1=O	5%	.	.	-11%	.	-9	.	4%	55%[activator]
NC(=O)COc1ccc(NC(=O)OCc2ccccc2)cc1	-9%	-10%	-2%	-11%	1%	1	-10%	-1%	16%
C[C@]12C=CC(=O)C=C1CCC1C2CC[C@@]2(C)C1CCC21OCCO1 (stereo not given in full)	-17%	.	29%	-13%	.	-7	.	-8%	23%
COc1cc(-c2ccc3oc(-c4cccc(C)c4)c(C#CC4(O)CCCCC4)c3c2)cc(OC)c1OC	-3%	.	8%	-4%	.	.	.	-6%	15%
COCCCNC(=O)CC1C[C@H](C(=O)N2CCCCC2)[C@@]2(C)c3[nH]c4ccccc4c3CCN2C1=O (stereo not given in full)	-5%	.	8%	1%	.	.	.	0%	1%
CCn1c(C)nc2cc(C(=O)NNS(=O)(=O)c3ccccc3F)ccc21	-2%	-9%	7%	-11%	1%	-8	-4%	-3%	?
N#Cc1ccc(NCC(=O)N2CCN(S(=O)(=O)c3ccccc3)CC2)cc1	18%	.	-15%	-6%	.	0	.	i	-2%
COc1ccc2c(c1OC)C(=O)OC2Nc1nc(-c2cc3cc(Br)ccc3oc2=O)cs1 (stereo not given)	-20%	1%	-8%	-10%	-8%	-15	?	-7%	?
COC(=O)c1ccc(COC(=O)C(CCSC)NC(=O)COc2ccccc2)cc1 (stereo not given)	-4%	-5%	18%	-1%	-5%	-2	?	i	16%
Cn1c(CSc2ncccn2)nnc1SCC(=O)N1CCCc2ccccc21	2%	-5%	-1%	-1%	0%	-8	0%	1%	89%[activator]
Cn1nnnc1SCC(=O)Nc1ccc(S(=O)(=O)N2CCOCC2)cc1	-4%	-6%	0%	17%	-4%	15	0%	i	-6%

Looked up by structure from the list above:
SMILES	Pol kappa inh	Apoferritin bind	APEX1 inh	Pol eta inh	BLM helicase inh	RXFP1 antag	Pol beta inh	Tb PGK inh	POLI inh
COc1ccc2c(c1OC)C(=O)OC2Nc1nc(-c2cc3cc(Br)ccc3oc2=O)cs1 (stereo not given)	-20%	1%	-8%	-10%	-8%	-15	?	-7%	?
CCn1c(C)nc2cc(C(=O)NNS(=O)(=O)c3ccccc3F)ccc21	-2%	-9%	7%	-11%	1%	-8	-4%	-3%	?

A portion of the library; the hit share may differ from the screen's.
